ARFGAP1 inh = inhibitors of rat ARFGAP1. hit rate 0.26% among 360,000. AID 651572. Arfgap1-stimulated ARF1 GTP hydrolysis, GDP FP detection. inhibition, % at 16.5 µM. Q62848;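 active = inhibition above a per-plate limit, mean inhibition of low control wells plus 3 SD, cut at about 25% in these data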;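 also: 0% = DMSO wells with enzyme and 100% = wells lacking Arfgap1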
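Material: rat Arfgap1 catalytic domain, aa 1-136; also added: human ARF1(Δ1-17)-GTP substrate; compound dosing: one concentration, 16.5 µM, DMSO 1.26%; incubation: GTP hydrolysis reaction 2 h at 25 °C; measured by: Tracer-displacement fluorescence polarization with EDTA stop, 620/688 nm; evaluation: % inhibition from polarization; repeats: one replicate per compound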
rCAG binder = r(CAG) repeat RNA binding | hit rate 1.3% among 370,000 | inhibition, % at 3 µM | TO-PRO-1 dye displacement fluorescence | AID 651821;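 active = inhibition above the plate cutoff, the mean of all test compounds on that plate plus 3 SD, cut at about 35% in these data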;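 also: 0% = DMSO alone and 100% = 100 µM mitoxantrone as full dye displacement; higher means more dye released from RNA so lower well fluorescence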
mABHD4 FP = inhibits mouse alpha/beta hydrolase domain 4; inhibition, % at 8.92 µM; purified mABHD4, FP-Rh probe fluorescence polarization; AID 720543; hit rate 0.54% among 370,000;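 active = inhibition exceeding the mean over every tested compound plus 3 SD, cut at about 30% in these data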;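 also: 0% = plate median of compound wells and 100% = S159A mutant with DMSO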
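Test system: mABHD4 protein | Buffer or medium: HEPES pH 7.0 buffer, 150 mM NaCl, 0.01% Pluronic F-127 | Probe or stimulus: FP-Rh fluorescent activity-based probe, added after compound pre-incubation | Timing: Pre-incubation 45 min, probe exposure 60 min, at 25 °C | Technique: Fluorescence polarization, excitation 525 nm, emission 598 nm, BODIPY TMR filters | Repeats: Single well per compound (singlicate)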
GC-B act = GC-B (human) receptor activation; activation, % at 10 µM; hit rate 0.11% among 370,000; P20594; HEK293-GC-B cells, CNP EC30, cGMP TR-FRET; 0% at EC30 CNP, 100% saturating CNP;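 active = activation at 10 µM reaching about 35% in either raw or pattern-adjusted values, limit read from the data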
GC-A act = GC-A (human) enzyme activation | HEK293 GC-A cells, cGMP TR-FRET, EC30 ANP; 0% at EC30 ANP, 100% saturating ANP | activation, % at 10 µM | hit rate 0.14% among 370,000; in the data active = activation above about 40%
Target sequence (P16066 whole entry, looked up): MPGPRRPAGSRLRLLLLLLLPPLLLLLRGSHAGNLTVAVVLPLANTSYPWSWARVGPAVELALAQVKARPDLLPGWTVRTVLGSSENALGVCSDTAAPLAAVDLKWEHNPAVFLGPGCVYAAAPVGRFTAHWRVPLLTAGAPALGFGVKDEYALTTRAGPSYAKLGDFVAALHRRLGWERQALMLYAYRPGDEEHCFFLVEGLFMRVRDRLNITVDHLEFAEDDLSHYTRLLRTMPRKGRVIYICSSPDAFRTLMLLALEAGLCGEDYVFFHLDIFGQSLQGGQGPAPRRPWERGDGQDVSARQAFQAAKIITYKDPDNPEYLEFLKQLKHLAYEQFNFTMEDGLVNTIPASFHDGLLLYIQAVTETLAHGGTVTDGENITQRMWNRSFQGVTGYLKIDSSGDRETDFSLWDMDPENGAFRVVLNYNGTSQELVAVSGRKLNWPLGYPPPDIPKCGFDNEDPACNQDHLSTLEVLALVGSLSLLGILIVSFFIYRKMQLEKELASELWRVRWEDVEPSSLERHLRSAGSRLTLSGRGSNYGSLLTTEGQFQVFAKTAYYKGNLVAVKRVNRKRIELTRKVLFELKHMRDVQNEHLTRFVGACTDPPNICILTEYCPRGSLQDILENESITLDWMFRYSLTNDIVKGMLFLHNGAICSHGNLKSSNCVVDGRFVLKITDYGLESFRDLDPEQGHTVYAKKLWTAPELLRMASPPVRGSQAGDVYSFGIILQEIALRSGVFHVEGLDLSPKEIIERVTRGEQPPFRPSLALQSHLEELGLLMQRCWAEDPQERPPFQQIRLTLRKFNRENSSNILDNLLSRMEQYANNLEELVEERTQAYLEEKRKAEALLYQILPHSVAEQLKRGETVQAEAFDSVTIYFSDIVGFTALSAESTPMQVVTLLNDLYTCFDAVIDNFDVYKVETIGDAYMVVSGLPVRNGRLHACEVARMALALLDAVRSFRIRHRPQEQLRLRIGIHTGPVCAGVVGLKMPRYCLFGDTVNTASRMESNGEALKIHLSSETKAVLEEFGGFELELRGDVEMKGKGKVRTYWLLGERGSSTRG
ASAP1 inh = ASAP1 ArfGAP inhibition | Q9ULH1 | ASAP1-stimulated ARF1 GTP hydrolysis, GDP FP detection | inhibition, % at 16.5 µM | hit rate 0.19% among 360,000 | AID 624377; in the data active = inhibition above about 25%;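 also: 0% = vehicle with enzyme and substrate and 100% = no enzyme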
SMARCA2 activ = increases SMARCA2 function in MMTV reporter cells | MG213 cells, MMTV-luciferase reporter, dexamethasone, overnight | activation, % at 9.1 µM | hit rate 1% among 370,000 | AID 652017; in the data active = activation above about 7.8%;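 also: 0% = vehicle wells and 100% = reference activator wells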
PG9 binder = binds the HIV-1 gp120 antibody PG9; TR-FRET gp120-PG9 antibody binding; inhibition, % at 6.7 µM; hit rate 0.43% among 360,000; AID 624416; in the data active = inhibition above about 8.5%
NR1D1 modulator = Rev-erb alpha (human) modulation. Rev-erbα–FITC-DNA binding, fluorescence polarization, 90 min. activity, % at 10 µM. hit rate 0.79% among 370,000. AID 1259318;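 active = activity above about 14%, limit read from the data; passing the limit was not always enough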;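 also: 0% = DMSO wells with 35 nM protein and 100% = DMSO wells with 750 nM protein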
HTRA1 inh = inhibitors of human serine peptidase HTRA1. Q92743. recombinant HTRA1, FP-rhodamine activity-based probe, fluorescence polarization. inhibition, % at 5.96 µM. hit rate 0.5% among 340,000; in the data active = inhibition above about 36%;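 also: 0% = enzyme with DMSO and 100% = wells lacking enzyme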
Numbers without * were called inactive; / = no result given.

SMILES	ASAP1 inh	GC-B act	PG9 binder	SMARCA2 activ	mABHD4 FP	GC-A act	rCAG binder	HTRA1 inh	ARFGAP1 inh	NR1D1 modulator
CNC(=O)C(=O)Nc1cc2c3c(c1)CCN3C(=O)CC2	4	-3	-1.5	1	0	0	1	6	2	-2
CCc1ccccc1NC(=O)C1CCCN(c2nccc(C)n2)C1 (stereo unspecified)	5	-3	-0.2	-4	4	-1	-1	10	3	-1
O=C(NC12CC3CC(CC(C3)C1)C2)c1ccc([N+](=O)[O-])o1	0	-1	0.4	2	-2	-3	-2	4	3	-2
CC(C)C(NC(=O)c1ccc(C(C)(C)C)cc1)C(=O)N1CCCC1 (stereo unspecified)	-3	-2	-0.6	-2	6	-2	0	1	0	-2
Cc1ccccc1OCc1nc2c3c(ncn2n1)-c1ccccc1CC31CCCC1	8	2	-1.1	1	0	2	0	5	6	3
CC(C)CC1C(=O)N(Cc2cn(CCC3OCCCO3)nn2)CCS(=O)(=O)N1Cc1ccc(-c2ccncc2)cc1 (stereo unspecified)	0	0	-4.1	1	-2	-3	0	-5	7	0
O=C(CCC(=O)NC1CCCCCCC1)Nc1nnc(C(F)(F)F)s1	-15	9	-0.8	4	-1	7	3	2	8	-2
CC[C@]12c3[nH]c4ccc(Cl)cc4c3CCN1C(=O)[C@@H](CC(=O)NCCC1=CCCCC1)C[C@@H]2C(=O)N1CCN(C(=O)c2ccco2)CC1	1	-5	-2.6	-2	5	-6	6	-31	-5	7
Cc1ccc(SCCC(=O)Nc2cc(C)on2)cc1	-8	1	-2.1	0	-5	3	-1	-7	5	4
Cc1cccc(C)c1OCc1cc(C(=O)N2CCCC2c2nonc2C)no1 (stereo unspecified)	7	3	1.2	-1	2	-2	-7	0	9	-3
Nc1ccn(C2C=CC(CO)O2)c(=O)n1 (stereo unspecified)	12	-3	-0.7	-2	9	0	2	/	-1	0
Cc1ccc(S(=O)(=O)N2CCOCC2)cc1C(=O)NCc1ccc2c(c1)OCO2	1	8	-2.4	-4	-9	2	4	3	-3	-2
Cc1ccc(-c2nc3ncccn3c2NC2CCCC2)o1	7	-5	-4.1	-1	8	-2	-5	-2	-2	0
Cc1ccc2nc(-c3ccc(NC(=O)COC(=O)c4ccc(=O)[nH]c4)cc3)sc2c1	12	-1	1.8	3	-20	5	9	6	0	13
COc1ccc(OC)c(C(=O)c2c(C)oc3cc([N+](=O)[O-])c(O)c([N+](=O)[O-])c23)c1	0	-7	-0.8	-3	5	0	35*	2	-5	1

Following part:
SMILES	ASAP1 inh	GC-B act	PG9 binder	SMARCA2 activ	mABHD4 FP	GC-A act	rCAG binder	HTRA1 inh	ARFGAP1 inh	NR1D1 modulator
N=c1n(CCN2CCOCC2)c2ccccc2n1CC(=O)c1ccc(Cl)c(Cl)c1	0	-5	-1.0	0	-6	-3	3	-13	-1	5
O=C(Nc1cccc(C(=O)O)c1)/C(=C\c1cccc([N+](=O)[O-])c1)NC(=O)c1ccc(Br)cc1	-4	10	-0.3	-2	7	2	25	-3	-4	1
COc1ccc(C(=O)CSc2nc(C)cc(=O)[nH]2)cc1C	9	-5	-3.7	0	1	-2	1	10	-7	-7
CC(O)CNCCOc1ccccc1-c1ccccc1 (stereo unspecified)	-9	5	1.0	-2	6	3	4	4	4	-4
CCCOc1ccc(Br)cc1/C=N/NC(=O)c1cc(OC)c(OC)c(OC)c1	-1	9	0.1	-2	3	1	0	6	4	0
O=C(NCCc1cccc(F)c1)[C@@H]1CSC2c3ccccc3C(=O)N21 (stereo partly specified)	-1	3	-1.0	2	0	-1	2	-3	0	-1
Cc1cc(C(=O)N2CCC2(C)C(=O)NS(=O)(=O)c2ccc(Cl)cc2)nn1C (stereo unspecified)	-3	4	1.6	-1	4	1	5	/	5	3
CCC1CCCCN1C(=O)COC(=O)c1ccc(S(=O)(=O)N2CCOCC2)cc1 (stereo unspecified)	-12	7	1.1	0	-2	-1	1	2	9	1
O=C(NCc1ccco1)c1ccc2c(c1)OCCO2	6	-3	1.6	6	3	5	0	-3	8	-2
COc1cccc(C(=O)c2cc3cc(Cl)ccc3[nH]2)c1	-6	-2	0.6	5	-7	-2	0	-7	-9	20*
COc1c(N)c2ccccc2[nH]c1=O	0	3	-2.9	3	1	3	-1	4	-8	3
Cc1ccc(N(C(=O)c2ccccc2Cl)C2=NC(C)CS2)c(C)c1 (stereo unspecified)	-2	-7	0.9	2	-4	-2	-3	-48	-1	-4
O=C(NCc1ccc(F)cc1)c1cc(C2CCCCN2C(=O)c2cccs2)on1 (stereo unspecified)	-1	-5	2.5	-4	-3	3	-1	/	14	-4
COc1ccc(Br)cc1[C@H]1[C@@H]2C=CCC[C@@]2(C)C(=O)N1Cc1ccccc1	3	-16	-0.8	0	0	-9	-4	-51	-8	8
COc1cc(OC)cc(C(=O)N(CCCN2C(=O)c3cccc4cccc(c34)C2=O)c2cccc(OC)c2)c1	-9	-8	0.5	-1	-6	-13	11	-57	4	6

Two compounds from above, showing only mABHD4 FP and GC-A act:
canonical_smiles	mABHD4 FP	GC-A act
COc1cccc(C(=O)c2cc3cc(Cl)ccc3[nH]2)c1	-7	-2
COc1c(N)c2ccccc2[nH]c1=O	1	3

The list continues.
SMILES	ASAP1 inh	GC-B act	PG9 binder	SMARCA2 activ	mABHD4 FP	GC-A act	rCAG binder	HTRA1 inh	ARFGAP1 inh	NR1D1 modulator
O=C(Nc1scc(-c2ccccc2)c1C(=O)O)c1ccc(F)cc1	-12	-5	-2.1	2	-13	-1	36*	-3	9	-5
CC(C)Nc1ccc(C(CC(N)=O)NC(=O)Cc2cccc3ccccc23)cc1[N+](=O)[O-] (stereo unspecified)	6	1	1.6	-1	1	0	2	6	-1	10
COc1ccc(C(C)=O)cc1CN1C(=O)NC2(CCCCC2)C1=O	-6	6	-0.6	-2	1	-1	2	-2	8	-3
CCOC(=O)C1(Cc2ccccc2)CCN(Cc2nccn2CC)CC1	10	7	-1.0	-1	-7	-1	-7	-4	-3	0
C[C@H]1CN([C@@H](C)CO)C(=O)c2cc(Br)cnc2O[C@H]1CN(C)C(=O)c1ccc2c(c1)OCO2	3	1	-2.2	-5	-3	1	2	12	-15	0
O=C(CN1CCCCCC1)N/N=C/c1ccc(Cl)c(Cl)c1	3	-3	-2.1	3	-1	3	-5	2	9	-5
CC(c1ccco1)N(C(=O)c1ccc(S(=O)(=O)N2CCCCC2)cc1)c1ccccn1 (stereo unspecified)	11	1	-1.1	-1	-2	-1	2	-5	0	-1
O=S(=O)(Nc1ccc2c3c(cccc13)CC2)c1ccccc1	1	0	-0.9	-4	-8	-6	8	-25	2	15
CCc1nnc(SCC(=O)Nc2ccccc2Cl)nc1CC	-2	-1	-1.3	-4	4	4	-4	0	-11	-5
c1cc2c(cc1C1=Nn3c(nnc3C3CCCCC3)SC1)OCO2	-2	4	1.3	0	-3	15	-5	-2	2	6
CCOC(=O)C1=C(N)OC2=C(C(=O)CCC2)C1c1ccc(C)s1 (stereo unspecified)	2	3	-0.1	-2	-2	-10	0	-5	7	3
O=C(O)c1cc(S(=O)(=O)N2CCCCC2)ccc1N1CCCCC1	-3	4	-3.5	7	-1	1	3	4	17	2
COc1cc2ccccc2cc1C(=O)Nc1ccc(S(=O)(=O)Nc2cc(C)on2)cc1	-8	6	-0.5	-2	-13	9	67*	-19	-1	-10
O=C(NC1=NCCS1)c1cccc(OC(F)F)c1	-3	1	-1.6	1	-4	3	-4	4	3	0
Cc1nc(N2CCN(C)CC2)c2cc(-c3ccccc3)sc2n1	-13	-4	1.4	1	-1	2	-4	-8	-2	-1

Ordered by value in GC-B act (highest first): four of the compounds above.
Molecule,ASAP1 inh,GC-B act,PG9 binder,SMARCA2 activ,mABHD4 FP,GC-A act,HTRA1 inh,ARFGAP1 inh,NR1D1 modulator
CCOC(=O)C1(Cc2ccccc2)CCN(Cc2nccn2CC)CC1,10,7,-1.0,-1,-7,-1,-4,-3,0
c1cc2c(cc1C1=Nn3c(nnc3C3CCCCC3)SC1)OCO2,-2,4,1.3,0,-3,15,-2,2,6
O=C(CN1CCCCCC1)N/N=C/c1ccc(Cl)c(Cl)c1,3,-3,-2.1,3,-1,3,2,9,-5
Cc1nc(N2CCN(C)CC2)c2cc(-c3ccccc3)sc2n1,-13,-4,1.4,1,-1,2,-8,-2,-1

Next section
SMILES	ASAP1 inh	GC-B act	PG9 binder	SMARCA2 activ	mABHD4 FP	GC-A act	rCAG binder	HTRA1 inh	ARFGAP1 inh	NR1D1 modulator
CCCCn1c(N)c(N(CC(C)C)C(=O)CSCC(=O)Nc2ccc(OC)cc2)c(=O)[nH]c1=O	-3	-3	-1.7	-1	-1	3	-9	-1	3	1
CCN1CCN(C(=O)/C=C/c2ccc(C(C)C)cc2)CC1	-12	-3	0.3	-3	1	-22	-2	-5	-3	1
CC(C)(Oc1ccc(Cl)cc1)C(=O)NCC(c1ccco1)N1CCCCC1 (stereo unspecified)	-6	-10	-2.7	2	1	-9	-17	-9	11	2
COc1ccc(Cc2c(-c3ccc(OC)c(OC)c3)nc3cc(C)c(Br)c(C)n23)c(C)c1	-1	-1	-1.8	-5	2	-3	6	/	7	2
Cc1noc(C)c1NC(=O)Nc1ccc2c(c1)C(=O)N([C@@H](C)CO)C[C@@H](C)[C@@H](CN(C)Cc1ccc3c(c1)OCO3)O2	-3	2	-0.9	-2	6	2	2	11	9	-3
CCc1ccc(NC(=O)CN2CCC(C(=O)c3ccc(OC)cc3)CC2)cc1	5	5	-3.0	-4	-4	3	-5	-18	3	-1
CCn1c(CNC(=O)c2ccc(OC)cc2)nnc1SCC(=O)c1ccccc1	2	5	2.2	2	7	2	-7	8	0	0
Cc1ccc(S(=O)(=O)CCC#N)cc1	6	5	0.5	-2	7	1	-1	5	6	5
CC(=O)NC12CC3CC(C1)CC(C(=O)N1CCN(S(=O)(=O)c4ccc(C(C)C)cc4)CC1)(C3)C2	6	1	1.2	-7	-2	5	-2	-7	-9	5
COc1ccccc1NS(=O)(=O)c1cc(C(=O)NCCN2CCOCC2)ccc1Cl	-5	1	-0.1	-1	5	1	0	2	7	2
Cc1cccc(NC(=O)CNC(=O)c2cn(Cc3ccccc3)nc2-c2cccnc2)c1C	-9	1	0.2	0	-1	0	2	13	3	-5
CCOC(=O)Cc1csc(SC(C)C(=O)NC2CCCCC2C)n1 (stereo unspecified)	-5	1	-0.9	1	-3	0	-5	-3	-3	-3
COC(=O)CN(c1ccc(C(C)C)cc1)S(=O)(=O)c1c(C)[nH]c(=O)[nH]c1=O	-4	-6	1.2	0	0	-1	4	-7	-2	7
COc1cc(NC(=O)Nc2nc(C(N)C(C)C)cs2)cc(OC)c1OC (stereo unspecified)	10	2	1.0	-1	1	3	25	/	-1	1
COc1ccc(Cc2nnc(SCC(=O)NC3CCCC3)o2)cc1	8	2	0.4	-3	3	0	-4	0	-3	4
Cc1ccc(S(=O)(=O)NNC(=O)c2cc(C)cs2)cc1	11	-3	-1.6	2	7	-5	-1	7	1	-1
CC1(C)C(C=C(Cl)Cl)C1C(=O)N1CCN(c2ccccc2)CC1 (stereo unspecified)	5	2	-3.1	2	-12	2	-8	10	-8	1
CN1C2CCCC1CC(NC(=O)c1nn(C)c3ccccc13)C2 (stereo unspecified)	/	-2	/	-5	14	1	2	/	/	-6
